CD40 NFkB inh = inhibitors of CD40-induced NF-kB signaling, primary screen, BL2 cells, luciferase reporter, single point | CD40L-induced, 4 h | inhibition, % at 10 µM | 0.94% of 83,000 active | AID 1053188, 2014;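 active = mean inhibition of at least 50% with a set share of replicates also reaching that level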;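 also: 0% = neutral control wells and 100% = IKK inhibitor VII at 50 µM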
* marks the source's active call; other numbers are inactive results; [ ] = another dose, or the depositor's remark. These rows are one share of the data. The share of hits here may be higher or lower than overall.

Compound | CD40 NFkB inh
C[C@@H]1CN([C@@H](C)CO)C(=O)CCCn2cc(nn2)CO[C@H]1CN(C)C(=O)C1CCCCC1 | 8
CC(C)CC(NC(N)=O)C(=O)NCCc1ccc(Cl)cc1 (stereo not drawn) | 1
O=C(O)CCCCCNC(=O)c1ccccc1 | 6
CCOc1ncccc1C(=O)Nc1ncc(C)s1 | -11
O=C(C[C@H]1CC[C@@H]2[C@H](COC[C@@H](O)CN2CCC(F)(F)F)O1)NCc1ccc2c(c1)OCO2 | 0[25 µM]
C[C@@H]1CCCCO[C@@H](CN(C)S(=O)(=O)c2ccccc2)[C@@H](C)CN([C@H](C)CO)C(=O)c2cc(NC(=O)Nc3ccc4c(c3)OCO4)ccc2O1 | -12[25 µM]
O=C(Nc1ccc2c(c1)OCCO2)c1cc(-c2ccccc2)nc2ccccc12 | 2
O=C(CNC(=O)[C@@H]1Cc2ccccc2CN1)NCc1ccco1 | 13
COc1ccc(Cl)cc1/C=C(\C#N)C(N)=O | 15
Cc1ccc(S(=O)(=O)N2CCN(C(=O)COC(=O)COc3ccc(Br)cc3)CC2)c(C)c1 | -1
O=C(Nc1ccc2c(c1)Cc1ccccc1-2)c1cc2ccccc2o1 | -3
Cn1cnc(NCc2ccccc2)c1[N+](=O)[O-] | 9
O=C(CC1(O)C(=O)Nc2cc(Cl)cc(Cl)c21)c1ccncc1 (stereo not drawn) | 19
CC(C)(C)NC(=O)C(=O)NNC(=O)c1cccc(Br)c1 | -9
CC(=O)c1ccccc1NC(=O)COC(=O)Cc1cccc(C(F)(F)F)c1 | 35
C[C@@H]1CN([C@@H](C)CO)C(=O)CCCn2nncc2CO[C@H]1CN(C)CC1CC1 | -6
O=C1CNC[C@@H]2[C@@H](c3ccc(-c4ccccc4F)cc3)[C@@H](CO)N12 | 4[25 µM]
Cc1ccc(-c2ccccc2[C@@H]2[C@@H](C#N)N(C(=O)Cc3cccnc3)[C@H]2CO)cc1 | -16[25 µM]
COc1ccccc1-c1ccc([C@@H]2[C@@H](CO)N3CCCCN(C(=O)NC4CCCC4)C[C@@H]23)cc1 | -13[25 µM]
CCCc1ncc(C(O)(c2ccccc2)c2ccc(C)cc2)n1C (stereo not drawn) | 3
Cc1cccc(OCCCCCNCCO)c1 | 0
CC(OC(=O)Cn1ccccc1=O)C(=O)Nc1cc(Cl)cc(Cl)c1 (stereo not drawn) | 2
O=C(O)Cc1cccc(OCCCN(Cc2cccc(C(F)(F)F)c2Cl)CC(c2ccccc2)c2ccccc2)c1 | 18[25 µM]
O=C(Cc1coc2ccc3ccccc3c12)N1CCc2ccccc21 | 1
CC(C)COC(=O)N(C)C[C@H]1OCc2ccccc2-c2ccccc2C(=O)N([C@@H](C)CO)C[C@@H]1C | -21[25 µM]
COc1ccc(OC)c(CN2CCN(C(=O)c3cccc(S(=O)(=O)Nc4ccc(C)cc4)c3)CC2)c1 | 0
COc1ccc(CNC(=O)CCc2ccc(S(=O)(=O)N3CCCCCC3)cc2)cc1 | 10
C[C@H](CO)N1C[C@H](C)[C@H](CN(C)Cc2cccc(C(=O)O)c2)OCc2ccccc2-c2c(n(C)c3ccccc23)C1=O | -9
COc1ccc(NC(=O)N(C)C[C@H]2Oc3ccc(NC(=O)Nc4ccc5c(c4)OCO5)cc3C(=O)N([C@@H](C)CO)C[C@H]2C)cc1 | -8
COc1cccc(-c2ccc3c(c2)[C@@H]2[C@@H](CCN2C(=O)Cc2ccncc2)[C@@H](CO)N3)c1 | -31[25 µM]
CCN(C(=O)COC(=O)c1cccc(S(=O)(=O)NCc2ccccc2)c1)c1ccccc1 | -28
Cc1ccc(C(=O)C2CCN(C(=S)NCC3CCCO3)CC2)cc1 (stereo not drawn) | 8
O=C(COC(=O)c1ccc(N2CCCC2=O)cc1)NCc1ccco1 | -1
CCOC(=O)c1c(S(=O)(=O)Nc2cccc(-c3ccno3)c2)c(C)n(C)c1C | 1
C[C@H](CO)N1C[C@H](C)[C@H](CN(C)C(=O)Nc2ccccc2)OCCCC[C@H](C)Oc2ccc(NC(=O)Nc3ccccc3)cc2C1=O | -2[25 µM]
Cn1c(=O)c2sccc2n2c(CCCC(=O)NCc3cccnc3)nnc12 | 2
CC(=O)OCC1=C(C(=O)O)N2C(=O)C(NC(=O)c3ccc(COc4cccc(Cl)c4Cl)o3)C2SC1 (stereo not drawn) | -1
CC(=O)c1cccc(NC(=O)C(C)OC(=O)c2ccc(Br)o2)c1 (stereo not drawn) | 4
O=C(OCC(=O)N1CCCC1)c1cnc(Cl)c(Cl)c1 | 3
CCOC(=O)N1CCN(C(=O)CSc2nc(=O)n3cc(C)ccc3n2)CC1 | -9
CCN(CC(=O)NCc1cccs1)C(=O)c1ccc(S(=O)(=O)N(CC)c2ccccc2)cc1 | 2
COC(=O)c1ccc(CSc2nnnn2C)o1 | 6
O=C(NCCCn1ccnc1)/C(=C\c1cccnc1)NC(=O)c1ccco1 | 6
CCOC(=O)c1sc(NC(=O)C2CC2)cc1C | -22
C[C@@H]1CCCCO[C@@H](CN(C)C(=O)Nc2ccccc2)[C@@H](C)CN([C@H](C)CO)C(=O)c2cc(NC(=O)Nc3ccccc3)ccc2O1 | -3[25 µM]
CCN1CCN(C(CNC(=O)c2ccc3c(c2)OCO3)c2cccnc2)CC1 (stereo not drawn) | -17
CC(C)C[C@H](NC(=O)NCc1ccc(F)cc1)C(=O)O | 19
O=C(C[C@H]1C=C[C@H](NC(=O)NC2CCCC2)[C@H](CO)O1)NCc1ccc(F)cc1 | 3
COc1cccc(-c2cc3nc(NCc4ccc5occc5c4)n(C)c(=O)c3s2)c1 | -26
CS(=O)(=O)c1cccc(-c2nnc(NC(=O)CCS(=O)(=O)c3ccccc3)o2)c1 | 24
Cc1cccc(C)c1NC(=O)COC(=O)CCC(=O)c1cccs1 | 6
OCCOCCNc1ncnc2c1c(-c1ccccc1)cn2-c1ccccc1 | 7
CN(CC(=O)Nc1ccccc1Br)C(=O)COc1cccc2c1OC(C)(C)C2 | 9
CCOc1ncccc1C(=O)Nc1ccccc1C(=O)NCc1ccc2c(c1)OCO2 | 8
Clc1ccc(/C=C/c2ncc[nH]2)c(Cl)c1 | -38
COc1ccc(NC(=O)N[C@@H]2CC[C@H](CCNC(=O)CCN3CCCCC3)O[C@H]2CO)cc1 | 1
O=C(COC(=O)[C@H](Cc1ccccc1)NC(=O)c1ccco1)Nc1ccccc1 | 11
O=C(CCC1CCCC1)N1CCN(S(=O)(=O)Cc2ccccc2)CC1 | -5
Cc1cc(C)nc(Nc2n[nH]c(-c3ccccc3Cl)n2)n1 | -40
CCCc1cc(=O)[nH]c2nnc(SCC(=O)NC3CCCCC3)n12 | 7

Next results follow:
Compound | CD40 NFkB inh
CN(Cc1ccccc1)C(=O)C1CCN(S(C)(=O)=O)CC1 | 2
O=C(Nc1cc(Cl)ccc1Cl)N1CCN(C(=O)Nc2cc(Cl)ccc2Cl)CC1 | 10
Cc1ccccc1NC(=O)NC(N)=O | 6
COc1ccccc1NC(=O)/C=C/c1ccc2c(c1)OCO2 | -59
COC(=O)c1ccc(OCCCCN2CC(C)OC(C)C2)cc1 (stereo not drawn) | 4
COc1cccc(NC(=O)Nc2ccc3c(c2)C(=O)N(C)C[C@@H](OC)[C@@H](C)CN[C@H](C)CO3)c1 | -11[25 µM]
CC(NC(=O)CN1C(=O)COc2ccccc21)c1ccccc1 (stereo not drawn) | 14
Nc1ccc2oc(-c3cccs3)nc2c1 | -70
N#Cc1ccc(-c2ccc3c(c2)[C@@H]2[C@@H](CCN2C(=O)C2CCCC2)[C@@H](CO)N3)cc1 | -14
COC(=O)c1cc(C(=O)NCCC(C)C)cc([N+](=O)[O-])c1 | 15
CCCC(=O)Nc1ccc2c(c1)C(=O)N(C)C[C@@H](OC)[C@H](C)CN(C(=O)c1ccccn1)[C@@H](C)CO2 | 4[25 µM]
Cc1c(C#N)c(O)n(C)c(=O)c1N=Nc1ccc(S(N)(=O)=O)cc1 | -90
COc1c(C)cc(Br)cc1C(=O)O | 8
O=C(Nc1ccccc1)[C@@H]1[C@@H](CO)[C@@H]2Cn3c(ccc(C4=CCCCC4)c3=O)[C@@H]2N1Cc1cocn1 | -13[25 µM]
c1ccc(Cn2c(SCc3cn4cccnc4n3)nnc2-c2ccco2)cc1 | 17

Arranged by value in CD40 NFkB inh (low to high): 4 of the compounds above
| SMILES | CD40 NFkB inh |
| --- | --- |
| N#Cc1ccc(-c2ccc3c(c2)[C@@H]2[C@@H](CCN2C(=O)C2CCCC2)[C@@H](CO)N3)cc1 | -14 |
| CC(NC(=O)CN1C(=O)COc2ccccc21)c1ccccc1 (stereo not drawn) | 14 |
| COC(=O)c1cc(C(=O)NCCC(C)C)cc([N+](=O)[O-])c1 | 15 |
| c1ccc(Cn2c(SCc3cn4cccnc4n3)nnc2-c2ccco2)cc1 | 17 |

Going on with the list:
Compound | CD40 NFkB inh
Cc1ccc(S(C)(=O)=NC(=O)NC(=O)c2c(F)cccc2Cl)cc1 (stereo not drawn) | 4
CCOC(=O)C1CCN(S(=O)(=O)C(F)(F)c2nc3ccccc3s2)CC1 | -7
O=C(NCCCN=C1NS(=O)(=O)c2ccccc21)c1ccco1 | 10
C[C@H]1CN([C@@H](C)CO)C(=O)CCCn2cc(nn2)CO[C@H]1CN(C)Cc1ccc(C(=O)Nc2ccccc2N)cc1 | -14[25 µM]
CC(Sc1nnc(Cc2ccccc2)o1)C(=O)NC1(C#N)CCCCC1 (stereo not drawn) | -1
O=C(NC1CCS(=O)(=O)C1)c1ccc(-c2ccc(Br)cc2)o1 (stereo not drawn) | -39
COC(=O)c1c(/N=C/N(C)C)sc2c1CCN(c1ncc(C(F)(F)F)cc1Cl)C2 | 10
Cc1sc2nc(CN3CCCCC3)nc(Nc3ccc4c(c3)OCCO4)c2c1C | -2
O=C(Cn1cnc2ccccc2c1=O)N1CCOCC1 | 6
Fc1ccc(Cn2nnnc2C(c2cccs2)N2CCCCCC2)cc1 (stereo not drawn) | 2
O=C(NCCOc1ccccc1)C1CCC(=O)N(C2CCCCCC2)C1 (stereo not drawn) | -7
O=C(CCCOc1ccc(Cl)cc1)N1CCCCCC1 | -42
Cc1cc(C)nc(SC/C=C/c2ccccc2)n1 | -30
O=C(O)C1C2C=CC(C2)C1C(=O)NCc1ccc2c(c1)OCO2 (stereo not drawn) | 2
O=C(O)C1CC=CCC1C(=O)Nc1ccc2c(c1)OCCO2 (stereo not drawn) | 42
COCCNC(=O)C[C@H]1CC[C@@H]2[C@H](COC[C@H](O)CN2C(=O)c2cc(Cl)cc(Cl)c2)O1 | -5[25 µM]
C[C@H]1CN([C@@H](C)CO)C(=O)Cc2cc(NC(=O)C3CC3)ccc2O[C@@H]1CN(C)S(=O)(=O)c1cn(C)cn1 | 0[25 µM]
CN(CCCNC(=O)Cn1cccc1C(=O)c1ccccc1)C1CCCCC1 | 14
O=C(CCCN1CCc2[nH]c3ccc(F)cc3c2C1)c1ccc(F)cc1 | 4
O=C(O)C(Cc1c[nH]c2ccccc12)N1Cc2ccccc2C1=O (stereo not drawn) | -57
CCC(=NNC(=O)c1ccc2c(c1)nc(C)n2CC)c1cc(F)ccc1O | -7
CCc1ccccc1Nc1nc(N)nc(COC(=O)c2c(C)noc2C)n1 | -1
O=C(CN1C(=O)C2CCc3[nH]c4ccccc4c3C2C1=O)N1CCCC1 (stereo not drawn) | -39
COC(C)(C)c1cc(C(C)(C)C)nc(N)n1 | 12
O=[N+]([O-])c1ccc(Sc2cccc3cccnc23)c2cccnc12 | 10
COc1cc(/C=C2\SC(=S)N(CC(=O)O)C2=O)ccc1OS(=O)(=O)c1ccc(C)cc1 | 6
CCN(CC)CCCNC(=O)C1c2ccccc2Oc2ccccc21 | 11
Fc1ccccc1Cc1noc(CN2CCN(c3ccc(Cl)cn3)CC2)n1 | 7
COCC(=O)N1[C@H](CO)[C@@H]2c3ccccc3N(C)C[C@@H]21 | -15[25 µM]
O=C(CCN1CCCCC1)N[C@@H]1CC[C@H](CCn2cc(-c3cccc(F)c3)nn2)O[C@H]1CO | 3[25 µM]

Part of the list above, with the structure last:
| CD40 NFkB inh | SMILES |
| --- | --- |
| -39 | O=C(CN1C(=O)C2CCc3[nH]c4ccccc4c3C2C1=O)N1CCCC1 (stereo not drawn) |
| 12 | COC(C)(C)c1cc(C(C)(C)C)nc(N)n1 |
| 10 | O=[N+]([O-])c1ccc(Sc2cccc3cccnc23)c2cccnc12 |
| 6 | COc1cc(/C=C2\SC(=S)N(CC(=O)O)C2=O)ccc1OS(=O)(=O)c1ccc(C)cc1 |
| 11 | CCN(CC)CCCNC(=O)C1c2ccccc2Oc2ccccc21 |
| 7 | Fc1ccccc1Cc1noc(CN2CCN(c3ccc(Cl)cn3)CC2)n1 |

Later entries:
Compound | CD40 NFkB inh
Cc1cccc(NC(=O)CSCC(=O)N2CCCc3ccccc32)c1 | 2
COC(=O)c1ccccc1NC(=O)c1cc2sccc2n1C | 4
CC(=O)N1[C@@H](CO)[C@@H](c2ccc(-c3ccccc3)cc2)[C@@H]1CNC(=O)C1CC1 | 6
Cn1cc(CN2CCCCC2C(=O)Nc2ccc(-n3cccn3)cc2)cn1 (stereo not drawn) | -30
COc1ccc(-c2nnc(NC(=O)C3CCCN3S(=O)(=O)c3cccs3)o2)cc1 (stereo not drawn) | 2
C[C@@H](NC(=O)C[C@H]1C[C@H]2c3cc(NS(=O)(=O)c4ccc(F)cc4)ccc3O[C@H]2[C@H](CO)O1)c1ccccc1 | -7[25 µM]

In the list so far, these have a tert-butyl group:
Compound | CD40 NFkB inh
CC(C)(C)NC(=O)C(=O)NNC(=O)c1cccc(Br)c1 | -9
COC(C)(C)c1cc(C(C)(C)C)nc(N)n1 | 12

Screening results from PubChem BioAssay.
